# BLM helicase inh = qHTS Assay for Inhibitors of Bloom's syndrome helicase (BLM); RecQ-like DNA helicase BLM (Homo sapiens), P54132; recombinant BLM DNA unwinding, fluorescence dequenching; Potency, µM (doses to about 56.1 µM), without a hit: top-dose activity change, negative = inhibition, usual class: inhibitors; 350,000 tested, 0.2% active;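 note: potency is the fitted concentration of half-maximal effect; plate controls were vehicle for no effect and no enzyme for full effect; nearly all actives have a fitted effect of over 35% in size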
# APE1 inh = qHTS Assay for Inhibitors of the Human Apurinic/apyrimidinic Endonuclease 1 (APE1) | AID 2517, 2012 | DNA repair nuclease/redox regulator APEX1 (Homo sapiens), P27695 | 350,000 tested, 0.35% active | recombinant APE1, TAMRA/BHQ-2 abasic DNA cleavage fluorescence | Potency, µM (titrated, usually from 65.8 µM), without a hit: at the highest dose activity change, negative = inhibition, hits mostly inhibitors;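 note: potency is the fitted concentration of half-maximal effect; plate controls were vehicle for no effect and reference inhibitor for full effect; nearly all actives have a fitted effect of over 55% in size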
# Target sequence (P27695 whole entry, looked up): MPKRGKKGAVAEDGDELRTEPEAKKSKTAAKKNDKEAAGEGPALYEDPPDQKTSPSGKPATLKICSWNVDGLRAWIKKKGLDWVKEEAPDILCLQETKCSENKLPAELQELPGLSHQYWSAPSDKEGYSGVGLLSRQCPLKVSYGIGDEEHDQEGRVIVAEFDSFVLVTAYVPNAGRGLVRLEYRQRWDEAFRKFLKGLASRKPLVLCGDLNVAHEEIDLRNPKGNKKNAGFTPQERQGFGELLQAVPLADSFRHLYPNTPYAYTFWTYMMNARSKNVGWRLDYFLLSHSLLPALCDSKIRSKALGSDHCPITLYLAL
#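 Substrate: short duplex with […] THF abasic site, 5'-TAMRA and 3'-BHQ-2, 50 nM final. APE1 at 0.75 nM, preincubated 15 min RT with compound. Fluorescence increase from first to third read measured activity.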
# Apoferritin bind = qHTS Assay for Identification of Novel General Anesthetics; Ferritin light chain (Equus caballus), P02791; apoferritin/1-aminoanthracene competitive binding, fluorescence; Potency, µM (titrated, usually from 77.5 µM), for inactives: at the highest dose activity change, negative = displacement, hits mostly inhibitors; 350,000 tested, 0.074% active; AID 485281, 2010; note: potency is the fitted concentration of half-maximal effect; % is set by controls: 0 for no effect and ±100 for the full control effect; nearly all actives have a fitted effect of over 20% in size
#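 Horse-spleen apoferritin (10 uM) in 50% saturated 1-aminoanthracene in PBS was incubated 10 min at room temperature with compound. Fluorescence (ex 380, em 535 nm) was normalized to free and bound 1-AMA, with concentration-response fitted by a four-parameter Hill equation.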
# Pol iota inh = qHTS for Inhibitors of Polymerase Iota. Potency, µM (highest dose often 115 µM), for the others: at the top dose activity, negative = inhibition, usual class: inhibitors. DNA polymerase iota (Homo sapiens), Q9UNA4. 390,000 tested, 1% active. Pol iota fluorescent replication assay, 10 min. AID 588590, 2011; note: potency is the fitted concentration of half-maximal effect
# Target sequence (Q9UNA4 whole entry, looked up): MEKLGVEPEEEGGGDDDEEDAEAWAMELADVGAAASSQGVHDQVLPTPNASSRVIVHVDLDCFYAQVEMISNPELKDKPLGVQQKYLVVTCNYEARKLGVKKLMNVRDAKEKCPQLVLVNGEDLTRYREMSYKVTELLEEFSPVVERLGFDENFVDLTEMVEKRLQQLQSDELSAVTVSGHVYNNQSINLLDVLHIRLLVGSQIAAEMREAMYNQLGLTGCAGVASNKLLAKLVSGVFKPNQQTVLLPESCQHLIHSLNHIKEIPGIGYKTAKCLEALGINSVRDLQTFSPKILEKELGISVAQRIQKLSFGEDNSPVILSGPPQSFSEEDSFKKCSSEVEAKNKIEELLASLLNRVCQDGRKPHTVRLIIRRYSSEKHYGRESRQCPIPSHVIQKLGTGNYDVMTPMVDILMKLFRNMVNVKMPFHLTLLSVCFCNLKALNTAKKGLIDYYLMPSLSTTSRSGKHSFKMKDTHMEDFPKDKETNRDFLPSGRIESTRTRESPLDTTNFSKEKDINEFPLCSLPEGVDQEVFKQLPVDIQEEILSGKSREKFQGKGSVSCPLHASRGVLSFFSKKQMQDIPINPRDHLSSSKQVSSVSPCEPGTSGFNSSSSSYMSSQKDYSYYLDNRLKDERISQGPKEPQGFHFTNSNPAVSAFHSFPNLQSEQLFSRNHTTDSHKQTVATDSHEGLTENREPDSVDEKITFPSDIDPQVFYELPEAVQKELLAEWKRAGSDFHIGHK
#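 Pol iota at 10 nM preincubated 15 min with compounds at room temperature; reaction started with fluorescent substrate, 50 nM final. Fluorescence read kinetically at 0 and 10 min; buffer-only wells as negative control.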
# Glioma ERSR ind = qHTS for Inducers of the Endoplasmic Reticulum Stress Response (ERSR) in Human Glioma: qHTS | U87-MG GRP78 promoter luciferase reporter, 16 h | Potency, µM, for inactives: at the top dose activation, actives largely listed as activators | 420,000 tested, 0.02% active | AID 602332, 2012; note: potency is the fitted concentration of half-maximal effect; series mostly up to about 76 µM; % of control where 0% means no effect; nearly all actives have a fitted effect of over 35% in size
#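 Stably transfected U87-MG human glioma cells carrying a GRP78-based luminescent sensor were seeded at 1000 cells/well, pin-dosed with compounds and incubated 16 h. Luciferase reagent was then added, and end-point luminescence was read after 10 min at room temperature.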
# Pol beta inh = qHTS Assay for Inhibitors of DNA Polymerase Beta | AID 485314, 2010 | P06746 | Potency, µM (highest dose often 114 µM), for the others: at the top dose activity change, negative = inhibition, usual class: inhibitors | Pol beta primer extension/strand displacement, fluorescence kinetic | 340,000 tested, 1.3% active; note: potency is the fitted concentration of half-maximal effect; % is set by controls: 0 for no effect and ±100 for the full control effect
#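 Pol beta (10 nM) and compounds were preincubated 15 min at room temperature, then 50 nM substrate (final) started primer extension/strand displacement. Reads were taken at 0 and 10 min; concentration-response data were fitted to a four-parameter Hill equation.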
# Pol eta inh = qHTS for Inhibitors of Polymerase Eta; DNA polymerase eta (Homo sapiens), Q9Y253; recombinant Pol eta, fluorescent DNA replication assay; Potency, µM (highest dose often 114 µM), for inactives: at the highest dose activity change, negative = inhibition, most hits filed as inhibitors; 390,000 tested, 1.2% active; AID 588591, 2011; note: potency is the fitted concentration of half-maximal effect; % is set by controls: 0 for no effect and ±100 for the full control effect
#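 Fluorescent replication assay: 50 nM final substrate added after a 15 min room-temperature compound preincubation with 10 nM enzyme. Signal taken at 0 min and again at 10 min.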
# Pol kappa inh = qHTS for Inhibitors of Polymerase Kappa. AID 588579, 2011. Potency, µM (highest dose often 107 µM), without a hit: top-dose activity, negative = inhibition, usual class: inhibitors. purified Pol kappa, fluorescent DNA synthesis assay, 10 min. 400,000 tested, 0.53% active. DNA polymerase kappa (Homo sapiens), Q9UBT6; note: potency is the fitted concentration of half-maximal effect; % is set by controls: 0 for no effect and ±100 for the full control effect
#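 Kinetic fluorescence screen: compound preincubated 15 min RT with 10 nM enzyme; 50 nM substrate (final) initiates; reads at 0/10 min.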
# LDHA block = qHTS assay for inhibitors of human lactate dehydrogenase; L-lactate dehydrogenase A chain (Homo sapiens), P00338; purified LDHA, NADH/diaphorase-resazurin fluorescence; active compounds read low; activity change, % (values are at about 110 or 230 µM); 480,000 tested, 0.15% active; AID 1347041, 2019; in the data active = activity change below about -30%; inconclusive = mostly about -25% to -30%;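 note: plate controls were DMSO wells for no effect and wells without enzyme for full effect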
#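 Human LDH5 at 2 nM final in Tris HCl pH 7.4 with 0.06 mM NADH and 0.2 mM pyruvate, reacted 5 minutes at room temperature. Remaining NADH coupled via diaphorase/resazurin; resorufin fluorescence read at 0 and 20 minutes, normalized to enzyme-free and DMSO wells.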
# * marks the source's active call; other numbers are inactive results; ? = inconclusive; nt = not tested or not shown; [ ] = another dose, or the depositor's remark. Unless noted, calls come from the whole dose curve; as a rule, active = well fitted curve in the direction sought with a large enough effect; inconclusive = small, poorly fitted or top-dose-only effect, or another doubt; inactive = no such curve, though single readings can be large; an effect the other way counts as inactive or inconclusive.
SMILES,BLM helicase inh,APE1 inh,Apoferritin bind,Pol iota inh,Glioma ERSR ind,Pol beta inh,Pol eta inh,Pol kappa inh,LDHA block
FC(F)Sc1ccc(NC(=S)NC2CCCC2)cc1,-5%,-9%,-16%,4%,-3%,-21%,-8%,-2%,-11
Cc1cc(N2CCN(c3nc(-c4ccccc4)cs3)CC2)c2ccccc2n1,-11%,19%,-8%,178%[activator],-5%,22%,-16%,4%,-1
CC(=O)NCc1nc2ccccc2n1C(C)C,1%,5%,2%,7%,-4%,-22%,-8%,7%,-3
Cc1nc(N(C)C)ncc1C(=O)O,4%,0%,-4%,3%,-4%,11%,-19%,-12%,-7
O=c1[nH]c(-c2ccncc2)nc2ccccc12,-5%,8%,-6%,12%,0%,17%,12%,-16%,-8
CN1CCN(S(=O)(=O)c2ccc(Sc3nnnn3-c3ccccc3)c([N+](=O)[O-])c2)CC1,2%,2%,-14%,16%,-5%,3%,-20%,-10%,3
Cc1nc2scc(-c3ccc(C(C)(C)C)cc3)c2c(=O)n1N,-3%,-2%,-13%,?,-3%,2%,89µM*,-25%,-2
O=[N+]([O-])c1ccc(-c2cnc3ccccc3n2)cc1,-1%,-5%,-6%,153%[activator],2%,63%,-13%,1%,2
C/C(CC(=O)Nc1ccccc1)=N\NC(=O)COc1ccc(C)cc1Br,-5%,0%,?,36%[activator],-5%,20%,-18%,0%,-6
CNC(=O)N(O)C1N(NC(=O)Nc2cccc3ccccc23)C(=S)SC1(C)C (stereo unspecified),-15%,8%,-9%,?,-3%,6%,-19%,-41%,-7
O=C(O)CCn1ccc2cc(S(=O)(=O)N3CCCCC3)ccc21,3%,nt,44%[activator],-5%,0%,9%,-11%,-15%,0
N#Cc1ccc(Oc2ccc(S(=O)(=O)N3CCOCC3)cn2)cc1,nt,28%,nt,20%,-2%,nt,-21%,-7%,-2
CCc1ccc(NC(=O)Nc2cc(C(=O)O)ccc2N2CC3CC(C2)c2cccc(=O)n2C3)cc1 (stereo unspecified),-4%,46%[activator],-6%,-5%,-1%,8%,9%,9%,0
CCOc1ccc(C2C(C#N)=C(N)Oc3cc(C)oc(=O)c32)cc1 (stereo unspecified),-1%,-2%,0%,65%[activator],1%,0%,-11%,-6%,-2
CCn1cc([N+](=O)[O-])c(C(=O)N2CCCC2)n1,2%,-5%,-7%,12%,-7%,1%,-11%,-6%,-3
Cn1cnc(S(=O)(=O)Nc2cc(C(F)(F)F)ccc2N2CCOCC2)c1,-9%,-5%,3%,24%,1%,2%,-3%,4%,-9
CCn1nc(C)c(CNC(=O)c2cc(COc3ccc(F)cc3Cl)on2)c1C,-3%,-2%,-6%,26%,-2%,-1%,-24%,1%,-3
CCCC(C(=O)OCC)P(=O)(c1ccccc1)c1ccccc1 (stereo unspecified),-1%,4%,-13%,51%[activator],1%,?,-8%,10%,-3
COc1ccc(Nc2nc(N)nc(CN(C)C3CCCCC3)n2)cc1,1%,-7%,-11%,?,-1%,1%,-11%,-10%,1
COc1ccc(CCNC(=O)Cc2c(C)c3c(cc(C)c4c(C)c(C)oc43)oc2=O)cc1,3%,nt,-2%,-10%,-1%,18%,-6%,2%,-4
CN1CCN(NS(=O)(=O)c2cccs2)CC1,2%,5%,-12%,?,-4%,21%,-11%,-2%,2
COC(=O)c1c(C)[nH]c(C(=O)/C=C/c2ccccc2F)c1C,-2%,3%,5%,24%,0%,1%,-4%,-4%,-14
COc1ccccc1NCCC(=O)OCC(=O)Nc1ccc(Cl)cn1,-4%,9%,-23%,11%,-2%,15%,5%,-6%,5
CN(Cc1cnn(C)c1)Cc1nc(Cc2ccccc2Cl)no1,-3%,-3%,-5%,42%[activator],-3%,6%,-9%,4%,0
CC(NC(=O)COC(=O)Cn1cc(C(F)(F)F)ccc1=O)c1ccccc1 (stereo unspecified),nt,1%,nt,22%,-1%,nt,-18%,6%,-2
Nc1nc(SCCO)[nH]c(=O)c1NC(=O)c1ccccc1F,3%,-1%,4%,74%[activator],-4%,1%,-22%,-5%,1
CCn1nnc(NC(=O)c2ccc(C(C)(C)C)cc2)n1,-4%,-5%,-21%,17%,-9%,-29%,-13%,3%,-5
Cc1c(C(=O)N2CCOCC2)c(S(=O)(=O)Nc2cccc(F)c2)c(C)n1C,0%,69%,-4%,24%,-1%,9%,-9%,8%,1
COc1ccc(NC(=O)CNC(=O)c2ccco2)cc1,-2%,33%,-4%,172%[activator],3%,12%,12%,-16%,-5
CC1=Nc2ccccc2/C1=C\c1nc(-c2ccc(F)cc2)oc1O,-19%,9%,?,?,-2%,35µM*,?,?,-4

# Ordered by molar mass (descending): 10 of the compounds above
SMILES,BLM helicase inh,APE1 inh,Apoferritin bind,Pol iota inh,Glioma ERSR ind,Pol beta inh,Pol eta inh,Pol kappa inh,LDHA block
Cc1c(C(=O)N2CCOCC2)c(S(=O)(=O)Nc2cccc(F)c2)c(C)n1C,0%,69%,-4%,24%,-1%,9%,-9%,8%,1
CC(NC(=O)COC(=O)Cn1cc(C(F)(F)F)ccc1=O)c1ccccc1 (stereo unspecified),nt,1%,nt,22%,-1%,nt,-18%,6%,-2
COc1ccccc1NCCC(=O)OCC(=O)Nc1ccc(Cl)cn1,-4%,9%,-23%,11%,-2%,15%,5%,-6%,5
COc1ccc(Nc2nc(N)nc(CN(C)C3CCCCC3)n2)cc1,1%,-7%,-11%,?,-1%,1%,-11%,-10%,1
CN(Cc1cnn(C)c1)Cc1nc(Cc2ccccc2Cl)no1,-3%,-3%,-5%,42%[activator],-3%,6%,-9%,4%,0
CCCC(C(=O)OCC)P(=O)(c1ccccc1)c1ccccc1 (stereo unspecified),-1%,4%,-13%,51%[activator],1%,?,-8%,10%,-3
Nc1nc(SCCO)[nH]c(=O)c1NC(=O)c1ccccc1F,3%,-1%,4%,74%[activator],-4%,1%,-22%,-5%,1
CC1=Nc2ccccc2/C1=C\c1nc(-c2ccc(F)cc2)oc1O,-19%,9%,?,?,-2%,35µM*,?,?,-4
CCn1nnc(NC(=O)c2ccc(C(C)(C)C)cc2)n1,-4%,-5%,-21%,17%,-9%,-29%,-13%,3%,-5
CN1CCN(NS(=O)(=O)c2cccs2)CC1,2%,5%,-12%,?,-4%,21%,-11%,-2%,2

# Next part.
SMILES,BLM helicase inh,APE1 inh,Apoferritin bind,Pol iota inh,Glioma ERSR ind,Pol beta inh,Pol eta inh,Pol kappa inh,LDHA block
CC1CCN(C(=O)C(=O)Nc2sc3c(c2C(N)=O)CC(C)(C)OC3)CC1,-11%,-5%,5%,1%,7%,10%,-15%,10%,-2
O=C(O)C1C2C=CC(O2)C1C(=O)NCCCn1ccnc1 (stereo unspecified),-2%,-8%,-6%,nt,nt,1%,nt,nt,nt
CN(C)C1C(=O)C(C(N)=O)C(=O)C2(O)C(=O)C3C(=O)c4c(O)ccc(Cl)c4C(O)C3CC12 (stereo unspecified),-3%,?,26%,nt,-7%,nt,nt,35µM*,nt
O=C(O)CCC(=O)Nc1ccc(Cc2ccc(NC(=O)CCC(=O)O)cc2)cc1,1%,1%,-13%,-4%,-3%,?,8%,-18%,-2
CCn1c(=O)c(-c2cc(=O)[nH][nH]2)c(O)c2ccccc21,-4%,-4%,0%,2%,-3%,-11%,-8%,-17%,8
COc1ccc(OC)c(NC(=O)Nc2cccc(Cn3cccn3)c2)c1,5%,-5%,-5%,12%,-1%,3%,-27%,-16%,-7
CS(=O)(=O)N(CCc1ccccc1)CC(=O)Nc1ccc(Br)cc1F,-4%,2%,-11%,-4%,-5%,0%,-21%,-6%,-1
CCOC(=O)Cc1csc(NS(=O)(=O)c2ccc(OC)cc2)n1,-5%,-5%,-7%,3%,-2%,7%,-20%,7%,-6
Cc1ccc(C)c(C(=O)n2cnnc2N)c1,-7%,8%,-1%,-1%,-5%,-23%,5%,-11%,-1
CS(=O)(=O)N(CCc1ccccc1)CC(=O)NCc1ccncc1,0%,5%,-13%,11%,-4%,14%,-2%,-1%,-8
CCOc1ccc(NC(=O)CSc2ncc3c(n2)-c2ccccc2N(Cc2ccccc2C)S3(=O)=O)cc1,-4%,nt,-14%,22%,-1%,5%,-16%,-1%,-2
C/C(Cl)=C\Cn1c(=O)c2c(nc3n2CCS3)n(C)c1=O,0%,15%,-5%,8%,-4%,27%,-18%,-1%,-6
CCc1ccccc1NC(=O)c1ccccc1Sc1ccc([N+](=O)[O-])cc1Cl,0%,-3%,-6%,-9%,-5%,1%,-3%,-10%,-3
COc1ccc(C(=O)N/C(=C\c2cn(C)c3ccccc23)C(=O)NCCCN2CCOCC2)cc1OC,1%,17%,-12%,49%[activator],8%,-12%,-24%,-6%,0
COc1cccc(CC(=O)N2CCC(n3nccc3NC(=O)C3CCOC3)CC2)c1 (stereo unspecified),0%,24%,-6%,31%[activator],-3%,26%,-25%,-2%,-10
COc1ccc(C(=O)Nc2ccc(NC(=O)c3cccs3)cc2)cc1OC,-6%,nt,-16%,0%,-3%,0%,-18%,0%,19
COc1ccc(CCNC(=O)CN2C(=O)NC3(CCc4ccccc43)C2=O)cc1 (stereo unspecified),nt,15%,nt,7%,1%,nt,-14%,10%,-3

# Some of the compounds tested; the hit share may differ from the screen's.
